Bioassay records as filed in PubChem BioAssay.
DT40 TDP1 CPT: growth inhibition of DT40 Tdp1-/-;hTDP1 cells with camptothecin (screen for TDP1 inhibitors); chicken DT40 Tdp1-/-;hTDP1 cells + 20 nM CPT, ATP luminescence, 48 h; Potency, µM (doses to about 46.2 µM), inactives show at the top dose activity change, negative = growth inhibition, usual class: inhibitors; 420,000 tested, 12% active; further: nearly all actives have a fitted effect of over 55% in size
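Chicken DT40 Tdp1-/- cells complemented with human TDP1, 400 cells/well, exposed to compounds plus 20 nM camptothecin for at least 48 h at 37 C; viability read as ATP content by CellTiter-Glo luminescence.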
TDP1 cell noCPT: qHTS for Inhibitors of human tyrosyl-DNA phosphodiesterase 1 (TDP1): qHTS in cells in absence of CPT; DT40 Tdp1-/- hTDP1 cells, no CPT, ATP luminescence, 48 h; Potency, µM (top dose mostly 46.2 µM), for the others: at the highest dose activity change, negative = growth inhibition, hits mostly inhibitors; 420,000 tested, 15% active; further: nearly all actives have a fitted effect of over 55% in size
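Seeded 400 DT40-hTDP1 cells/well (vehicle DMSO, no 20 nM CPT); pinned compounds; ≥48 hr at 37 °C; CellTiter-Glo luminescence as viability measure.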
KAT2A inh: GCN5L2 (KAT2A) acetyltransferase inhibition | Potency, µM (series often up to 58.9 µM), without a hit: at the top dose activity change, negative = inhibition, most hits filed as inhibitors | Q92830 | 390,000 tested, 0.21% active | GCN5L2 HAT assay, ThioGlo1 CoA-SH fluorescence
Target sequence (Q92830 whole entry, looked up): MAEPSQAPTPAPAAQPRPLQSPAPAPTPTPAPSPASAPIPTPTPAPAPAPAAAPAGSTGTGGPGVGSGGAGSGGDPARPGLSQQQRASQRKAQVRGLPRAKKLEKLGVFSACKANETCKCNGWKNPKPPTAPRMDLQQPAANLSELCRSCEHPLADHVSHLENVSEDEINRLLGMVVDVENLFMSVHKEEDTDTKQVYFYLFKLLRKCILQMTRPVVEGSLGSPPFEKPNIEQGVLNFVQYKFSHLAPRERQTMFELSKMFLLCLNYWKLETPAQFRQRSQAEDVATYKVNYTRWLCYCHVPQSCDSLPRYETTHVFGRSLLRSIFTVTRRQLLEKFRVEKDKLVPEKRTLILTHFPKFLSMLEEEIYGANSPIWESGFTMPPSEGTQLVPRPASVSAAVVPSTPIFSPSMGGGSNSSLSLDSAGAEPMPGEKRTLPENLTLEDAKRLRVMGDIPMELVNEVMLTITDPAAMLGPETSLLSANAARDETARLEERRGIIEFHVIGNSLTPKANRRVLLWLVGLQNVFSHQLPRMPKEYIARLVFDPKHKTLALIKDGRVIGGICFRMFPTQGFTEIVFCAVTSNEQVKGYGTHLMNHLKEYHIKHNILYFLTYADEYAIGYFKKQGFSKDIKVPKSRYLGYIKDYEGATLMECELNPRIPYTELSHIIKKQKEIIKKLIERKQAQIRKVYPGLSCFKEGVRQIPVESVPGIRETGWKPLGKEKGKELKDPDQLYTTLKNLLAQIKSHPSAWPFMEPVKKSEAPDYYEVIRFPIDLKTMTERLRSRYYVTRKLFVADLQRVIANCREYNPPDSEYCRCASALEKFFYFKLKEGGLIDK
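Free CoA generated was detected with ThioGlo1 (50uM) fluorescence at Ex340nm/Em540nm, read immediately and after 20 min at room temperature. Enzyme, 20 nM in HEPES pH 7.5 buffer, saw compounds 15 min before adding 75uM H3(1-25) peptide and 70uM acetyl-CoA.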
An asterisk follows results filed as active; ? = inconclusive; nt = not tested or not shown; & = joins results of further samples; [ ] = another dose, or the depositor's remark. The call rests on the fitted dose curve; in most records, active means well fitted curve in the direction sought with a large enough effect; inconclusive means small, poorly fitted or top-dose-only effect, or another doubt; inactive means no such curve, though single readings can be large; an effect the other way counts as inactive or inconclusive. On the % scale 0 is the no-effect control and ±100 the full control effect; potency means the concentration at half of the fitted maximal effect.

The line under a structure holds: DT40 TDP1 CPT	TDP1 cell noCPT	KAT2A inh
> O=C(COc1ccc2c(c1)CCC2)N1CCN(c2cccc(C(F)(F)F)c2)CC1
→ ?	?	-8%
> CC(C)Oc1ccc(CCC(=O)N/N=C/c2ccc3c(c2)OCO3)cc1
→ -29%	-24%	25%
> Cc1ccc(N2C(=O)[C@@H]3[C@H](C2=O)C2CCCN2[C@@H]3C(=O)c2ccccc2)cc1 (some centres undefined)
→ -18%	?	-4%
> CCc1ccc(NC(=O)C2CCN(C(=O)N3CCOc4ccccc43)CC2)cc1
→ 26µM*	?	0%
> CCCCN(C(=O)CSCc1c(C)noc1C)c1c(N)n(CCCC)c(=O)[nH]c1=O
→ -3%	-6%	1%
> CC1(Oc2cccc(F)c2)CCN(Cc2ccccc2OC(F)F)C1 (centres undefined)
→ ?	?	nt
> CC1(C)Cc2c(sc3nc4n(c(=O)c23)CCC4)CO1
→ -4%	-7%	0%
> O=S(=O)(c1ccc(F)cc1)N1CCC(Oc2ccc(-n3cnnn3)cc2)CC1
→ -2%	-5%	1%
> O=C(O)c1cc(S(=O)(=O)N(Cc2ccccc2)c2ccc(Cl)cc2)ccc1Cl
→ -4%	4%	0%
> CCC(C)NC(=O)CSc1nnc(-c2cc(-c3ccc(C)cc3)nc3ccccc23)n1N (centres undefined)
→ ?	?	-1%
> Cc1c(C(=O)NC2=NCCS2)cccc1[N+](=O)[O-]
→ -6%	-3%	-1%
> CCc1cc2cc(C)ccc2nc1SCC(=O)N1CCN(C(=O)c2ccco2)CC1
→ 13µM*	21µM*	-10%
> COc1ccc(CCNC(=O)c2noc(C(C)C)c2[N+](=O)[O-])cc1OC
→ -5%	-18%	4%
> CCOC(=O)C1(C)/C(=N/Nc2ccc(S(N)(=O)=O)cc2)C(=O)C(=O)N1c1ccccc1 (centres undefined)
→ 14%	-21%	-2%
> O=C(CSc1nc(-c2cccs2)nc2cc(=O)[nH]n12)Nc1ccccc1
→ 2%	0%	8%
> CC(=O)Oc1ccc2c(=O)oc(-c3ccccc3C)nc2c1
→ 1%	0%	-18%
> CC1C(=O)CCCCCCCCCC2C1(N1CCOCC1)CS2(=O)=O (centres undefined)
→ ?	?	2%
> N#Cc1ccc(/C=C2\CCCCn3c2nc2cc(C(=O)O)ccc2c3=O)cc1
→ 1%	-14%	-3%
> CC1(C)CC(=O)c2cc(-c3nc(-c4ccc(Cl)cc4)cs3)c(=O)n(-c3ccc(Cl)cc3)c2C1
→ -11%	-8%	-5%
> CC1=CC(=O)C(C(C)C)=C/C1=N/OC(=O)c1cccc([N+](=O)[O-])c1
→ 23µM*	12µM*	-5%

Fetched by compound from the list above (four):
The line under a structure holds: DT40 TDP1 CPT	TDP1 cell noCPT	KAT2A inh
> CC(C)Oc1ccc(CCC(=O)N/N=C/c2ccc3c(c2)OCO3)cc1
→ -29%	-24%	25%
> CC1=CC(=O)C(C(C)C)=C/C1=N/OC(=O)c1cccc([N+](=O)[O-])c1
→ 23µM*	12µM*	-5%
> COc1ccc(CCNC(=O)c2noc(C(C)C)c2[N+](=O)[O-])cc1OC
→ -5%	-18%	4%
> CCC(C)NC(=O)CSc1nnc(-c2cc(-c3ccc(C)cc3)nc3ccccc23)n1N (centres undefined)
→ ?	?	-1%

Filtered by structure: the entries above with an NH in an aromatic ring.
The line under a structure holds: DT40 TDP1 CPT	TDP1 cell noCPT	KAT2A inh
> CCCCN(C(=O)CSCc1c(C)noc1C)c1c(N)n(CCCC)c(=O)[nH]c1=O
→ -3%	-6%	1%
> O=C(CSc1nc(-c2cccs2)nc2cc(=O)[nH]n12)Nc1ccccc1
→ 2%	0%	8%

Other results follow:
The line under a structure holds: DT40 TDP1 CPT	TDP1 cell noCPT	KAT2A inh
> CC(C)(C)c1nc(SCC(=O)NNC(=O)c2ccccc2)c2ccccc2n1
→ ?	?	0%
> COc1cc(OC)c(C2C(C#N)=C(C)NC(C)=C2C#N)c(C(=O)O)c1
→ -6%	2%	0%
> COc1ccccc1C1C2=C(N=C3SCC(=O)N31)c1ccccc1CC2 (centres undefined)
→ ?	?	-13%
> O=C1CC(c2ccsc2)c2cc3c(cc2N1)OCCO3 (centres undefined)
→ ?	?	-11%
> Cc1cccc(C)c1-c1ccc(CN2C(CC(C)C)C(=O)N(Cc3cn(CC4CCCCC4)nn3)CCS2(=O)=O)cc1 (centres undefined)
→ ?	23µM*	nt
> O=C(COC(=O)CCSc1ccccc1Cl)Nc1ccc(F)cc1F
→ -24%	0%	-3%
> Cc1cc(C)c(C)c(S(=O)(=O)N2CCN(CC(=O)c3c(N)n(Cc4ccccc4)c(=O)n(C)c3=O)CC2)c1C
→ ?	?	-8%
> Cc1ccccc1OCC(=O)NC(=S)Nc1ccc(N2CCOCC2)c(Cl)c1
→ -24%	-14%	42%[activator]
> COc1ccccc1OCc1ccc(C(=O)NN)cc1
→ -3%	1%	1%
> CCC1CCCCN1C(=O)Cn1c(=O)n(CCC(=O)NCc2ccco2)c(=O)c2sccc21 (centres undefined)
→ 1%	?	-11%
> COc1ccc(CCNc2nc3c(c(=O)n(C)c(=O)n3C)n2Cc2ccccc2Cl)cc1OC
→ 13µM*	7.3µM*	0%
> CCCCCCCNC(=O)C1(CC2CC(c3ccc(Cl)cc3)=NO2)CCN(C(=O)c2ccccc2)CC1 (centres undefined)
→ ?	?	-5%
> COCCNC(=O)c1ccc2c(=O)n(CCCN3CCCC3=O)c(=S)[nH]c2c1
→ 6%	5%	-8%
> CCN(CC)CCCNC(=O)c1nn(-c2ccc(OC)cc2OC)c(=O)c2ccccc12
→ -13%	-20%	0%
> CC(C)C[C@H](NC(=O)c1[nH]cnc1C(=O)N[C@H](C)c1ccccc1)C(=O)OCc1ccccc1
→ ?	16µM*	-13%
> CC(C)(C)n1ncc2c(=O)n(CC(=O)NCCc3ccccc3)cnc21
→ 0%	?	4%
> COc1ccc(C#Cc2c(-c3ccc(OC)cc3)oc3ccc(-c4ccc(OC)cc4)cc23)cc1
→ -23%	-4%	nt
> Nc1[nH]ncc1-c1ccccc1
→ ?	-6%	0%
> Cc1cnc(C(=O)OCC(=O)Nc2cc(Cl)cc(Cl)c2)cn1
→ -22%	-28%	-5%
> O=c1c2ccccc2nnn1CCN1CCOCC1
→ -6%	0%	0%
> COc1ccc(-n2nc(C(=O)NCC(=O)NCCc3ccc(OC)c(OC)c3)c3ccccc3c2=O)cc1Cl
→ ?	13µM*	-17%
> CC(C)(C)OC(=O)NCCCCCc1nnc(SCc2c(F)cccc2Cl)o1
→ -24%	21µM*	0%
> Cc1ccc(NC(=O)CN(Cc2ccco2)Cc2ccccc2O)cc1C
→ ?	?	-6%
> Cc1csc(NC(=O)c2cc(=O)[nH]c3ccc(S(=O)(=O)N4CCOCC4)cc23)n1
→ -2%	12%	-4%
> Cc1ccc(NC(=O)CCC(=O)N/N=C/c2ccccc2O)cc1
→ 10µM*	15µM*	-14%
> O=C1CSC(c2ccccc2[N+](=O)[O-])N1CCc1ccccc1 (centres undefined)
→ ?	-9%	-6%
> O=C1/C(=C/c2cccnc2)SC(=S)N1c1ccc(O)cc1
→ -24%	?	0%
> COCCNc1ncnc2ccc(-c3cccnc3)cc12
→ 15µM*	?	-18%
> COC(C/C=C/[C@@H](O)[C@@H](C)OCc1ccccc1)OC
→ -3%	-21%	nt
> O=C(Oc1ccccc1Cl)c1ccccc1P(=O)(O)O
→ 0%	-1%	0%
> C/C(=N/NC(=O)c1nnn(-c2nonc2N)c1COc1ccccc1)c1ccccc1
→ -8%	4%	-3%
> Cc1ccc(C)c(NC(=S)N2CCCCCC2)c1
→ 21µM*	16µM*	0%
> COc1ccc(N2CCN(c3ncnc4sc(C(=O)NCC5CCCO5)c(C)c34)CC2)cc1 (centres undefined)
→ ?	23µM*	-6%
> CCOc1ccc(OCCC(=O)N(CC)CC(=O)NCc2cccs2)cc1
→ ?	5%	3%
> C=CCNC(=O)c1onc(CSc2cccc(OC)c2)c1C(=O)NCC=C
→ -7%	-28%	-5%
> COc1ccccc1CC(=O)NCCc1c[nH]c2ccccc12
→ -4%	-9%	0%
> COc1ccc(C2Nc3ccccc3NC3=C2C(=O)CC(C)(C)C3)cc1 (centres undefined)
→ -27%	20%	-1%
> Cc1ccc(NC(=O)c2ccc(=O)n(CC(=O)Nc3cc(C)cc(C)c3)n2)cc1
→ 3%	-25%	-11%
> COc1ccc(-n2cc(-c3ccc4c(c3)OCO4)n(CC(=O)Nc3cccc(C)c3)c2=O)cc1
→ 23µM*	?	-15%
> Cc1ccc(NC(=O)CC2S/C(=N/c3nccs3)N(C)C2=O)c(C)c1 (centres undefined)
→ -10%	-18%	0%
> Cc1c(Cl)cccc1NC(=O)CCS(=O)(=O)c1cccc2nsnc12
→ 15µM*	?	1%
> COc1ccc(/C=C2\SC(=O)N(CCC(=O)Nc3ccc(S(=O)(=O)Nc4nccs4)cc3)C2=O)cc1
→ 2%	?	-11%
> CC1(C)C(=O)NC2=C1C(=O)C(=O)c1ccccc12
→ 1.3µM*	0.94µM*	12%&-17%
> CCOC(=O)C1CCN(c2c(NCCCN3CCCCC3)c(=O)c2=O)CC1
→ -2%	4%	1%
> COC(=O)c1ccccc1N(C)S(C)(=O)=O
→ -5%	2%	3%
> O=C1NCC(COc2ccc([N+](=O)[O-])cc2)O1 (centres undefined)
→ -3%	24%	-8%
> CS(=O)(=O)N(CC(=O)N1CCN(c2cccc(Cl)c2)CC1)c1cccc(F)c1
→ ?	16µM*	?
> O=C(Nc1nc2c(s1)CN(Cc1ccccc1)CC2)c1cccc(S(=O)(=O)N2CCc3ccccc32)c1
→ ?	?	-12%
> O=C(CSc1nnnn1-c1ccc(Cl)cc1)N1CCc2ccccc2C1
→ -21%	-30%	-2%
> Cc1ccc(C(C2=C(O)CC(C)(C)CC2=O)C2C(=O)CC(C)(C)CC2=O)o1 (centres undefined)
→ -9%	18%	3%
> O=C(O)c1ccc(S(=O)(=O)c2ccc3c(c2)C(=O)N(Cc2ccco2)C3=O)cc1
→ -22%	-15%	0%
> Cc1ccc(CSc2ccc3nnc(-c4cccnc4)n3n2)cc1
→ 21µM*	4.1µM*	1%
> COc1ccc(N2C(=O)CSC23CCCCC3)cc1
→ -13%	?	-9%
> O=C1c2ccccc2C(O)N1Cc1ccco1 (centres undefined)
→ 6%	6%	-2%
> Cc1cccc(NC(=O)C2CCN(S(=O)(=O)c3c(C)nn(C)c3C)CC2)n1
→ -11%	-17%	-35%
> COCCOC(=O)c1c(NC(=O)COC(=O)Cc2cccc(OC)c2)sc(C(N)=O)c1C
→ -16%	-6%	1%
> CSc1cccc(NC(=O)CCCOc2ccc(Cl)cc2C)c1
→ 18µM*	?	-8%
> CCN1CCN(S(=O)(=O)c2cc(OCC(=O)NC3CCCCC3)c(C)cc2Cl)CC1
→ 23µM*	?	3%
> COc1ccccc1C(=O)NC(CCSC)C(=O)OC(C)C(N)=O (centres undefined)
→ 3%	21%	-3%
> CCCNC(=O)C1(C)CCCN(CCC(=O)c2ccccc2)C1 (centres undefined)
→ 5.8µM*	7.3µM*	nt

Further entries:
The line under a structure holds: DT40 TDP1 CPT	TDP1 cell noCPT	KAT2A inh
> O=C(CSc1nccc(=O)[nH]1)Nc1ccc(F)c(Cl)c1
→ -9%	-1%	-13%
> CCc1cccc(C)c1NC(=O)CSc1nnc(-c2ccco2)n1N
→ 6%	-2%	-1%
> COc1ccc(NC(=O)CN(c2cc(C)cc(C)c2)S(=O)(=O)c2c(C)noc2C)cc1
→ -27%	?	-8%
> COc1ccc(N2CCN(C(=O)c3ccc(SC)cc3OC)CC2)cc1
→ -28%	?	-2%
> Cc1cc(=O)oc2c(C)c(OCC(=O)c3ccccc3)ccc12
→ -15%	9%	2%
> COc1ccc(CNC(=O)C2CCCN(C(=O)Nc3ccc(OC)cc3)C2)cc1 (centres undefined)
→ 5%	-4%	-6%
> COc1ccccc1NC(=O)CCSc1nc(C)cc(C)n1
→ 1%	-7%	-3%
> CC(=O)Nc1cc(-c2ccc(N)nc2)cn2c(-c3cccc(C(F)(F)F)c3)cnc12
→ ?	15µM*	nt
> COc1ccc(/C=C(\NC(=O)c2ccc(C)cc2)C(=O)NCCCn2ccnc2)cc1OC
→ -5%	-18%	-4%
> COc1ccc(/C=C/c2c(-c3ccc(OC)cc3)oc3ccc(-c4ccc(OC)cc4)cc23)cc1
→ -2%	5%	-4%
> CCC(=O)Nc1cccc(-c2nnc(-c3ccccc3)o2)c1
→ 21µM*	21µM*	nt
> CC(=O)N1CCCc2cc(S(=O)(=O)N3CCC(C(=O)NC4CCCCC4)CC3)ccc21
→ 6%	0%	-4%
> CC(C)CNC(=O)c1ccccc1NC(=O)c1ccccc1N(C)S(C)(=O)=O
→ -22%	-13%	3%
> CN(C)CCNS(=O)(=O)c1ccc2c3c(cccc13)C(=O)N2
→ -4%	?	-12%
> CSc1c(-c2ccccn2)c(N)nn1C(=O)C1CCC1
→ ?	?	-4%

The list is partial, so the mix of outcomes need not match the whole.
